3CLpro inhibitor – SARS-CoV 3CLpro protease inhibition; actives 0.14% (n = 290,000); recombinant SARS-CoV 3CLpro, quenched FRET peptide cleavage; P0C6X7; AID 1706; inhibition, % at 6 µM; in the data active means inhibition above about 12%
TcdB GH inh – TcdB glycohydrolase inhibition. AID 652162. actives 0.24% (n = 350,000). inhibition, % at 9.99 µM. TcdB glycohydrolase enzymatic assay, plate reader. P18177; in the data active means inhibition above about 10%
BH1578 lux ind – induces V. cholerae light production without autoinducers | V. cholerae BH1578 lux reporter, luminescence, 6 h | activation, % at 18.7 µM | actives 0.16% (n = 350,000); in the data active means activation mostly above about 9.7%, no sharp cut-off; inconclusive means no clear call, values can overlap the other calls; inactive means mostly below about 3.7%; further: not every result past the cut was called active; inactives centre near 0; reference of the scale not given here
PfHsp40 rescue – compounds rescuing yeast from Plasmodium falciparum HSP40 toxicity; S. cerevisiae expressing PfHsp40, growth rescue, ATP luminescence; growth rescue, % at 12.5 µM; actives 0.68% (n = 340,000); AID 504582; in the data active means growth rescue above about 28%, passing the limit was not always enough; inconclusive means no clear call, values can overlap the other calls;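 further: yeast W303a lacking pdr1 and pdr3 grown in galactose medium; growth measured after three days at 30 °C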
BoNT-A LC inh2 – inhibitors of Botulinum neurotoxin A light chain protease. multiplex microsphere protease substrate cleavage, flow cytometry. inhibition, % at 10 µM. actives 0.17% (n = 360,000). AID 588499; further: plate controls were buffer without enzyme for full effect and enzyme alone for no effect
Y pestis TopoI – Y. pestis Topo-I inhibition via cleavage products | Y. pestis Topo-I cleavage product accumulation, plate reader | activity, % at 10 µM | actives 0.064% (n = 360,000) | AID 504884; in the data active means activity above about 50%, passing the limit was not always enough; inconclusive means no clear call, values can overlap the other calls; further: inactives centre near 2
SSB-PriA inh – K. pneumoniae PriA-SSBct interaction inhibition; AID 1272365; actives 0.6% (n = 430,000); inhibition, % at 33 µM; AlphaScreen SSBct-PriA binding, biotinylated peptide; in the data active means inhibition mostly above about 37%, no sharp cut-off; inactive means mostly below about 20%;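 further: plate controls were negative control peptide for no effect and reference peptide for full effect; strong numbers were not always called active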
Anthrax LF inh2 – inhibitors of Bacillus anthracis lethal factor protease | P15917 | multiplex microsphere protease cleavage assay, LF | inhibition, % at 10 µM | actives 0.12% (n = 360,000) | AID 588501; further: plate controls were buffer without enzyme for full effect and enzyme alone for no effect
Target sequence (P15917 whole entry, looked up): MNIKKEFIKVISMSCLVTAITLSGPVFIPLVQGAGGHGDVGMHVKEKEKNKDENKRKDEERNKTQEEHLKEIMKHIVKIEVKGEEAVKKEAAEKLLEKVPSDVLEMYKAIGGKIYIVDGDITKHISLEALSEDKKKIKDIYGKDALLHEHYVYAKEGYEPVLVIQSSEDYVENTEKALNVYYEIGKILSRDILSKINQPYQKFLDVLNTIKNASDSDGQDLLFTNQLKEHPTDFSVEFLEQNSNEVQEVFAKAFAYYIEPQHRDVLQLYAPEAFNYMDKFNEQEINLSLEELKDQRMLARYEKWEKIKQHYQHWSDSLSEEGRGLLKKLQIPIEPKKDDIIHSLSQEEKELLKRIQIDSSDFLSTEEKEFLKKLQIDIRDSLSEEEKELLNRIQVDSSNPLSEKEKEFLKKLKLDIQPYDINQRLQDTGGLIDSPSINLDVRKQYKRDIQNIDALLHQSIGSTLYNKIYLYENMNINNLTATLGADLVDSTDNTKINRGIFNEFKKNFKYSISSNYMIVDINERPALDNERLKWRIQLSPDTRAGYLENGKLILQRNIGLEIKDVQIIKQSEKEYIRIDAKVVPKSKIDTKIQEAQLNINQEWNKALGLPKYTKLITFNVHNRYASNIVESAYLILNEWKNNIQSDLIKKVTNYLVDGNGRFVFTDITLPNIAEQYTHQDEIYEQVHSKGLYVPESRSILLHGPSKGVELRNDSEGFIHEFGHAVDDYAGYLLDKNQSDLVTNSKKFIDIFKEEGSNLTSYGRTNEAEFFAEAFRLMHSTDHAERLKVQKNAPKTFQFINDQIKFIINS
PrPC surface inh – cell surface PrPC inhibition, primary TR-FRET screen | inhibition, % at 13.8 µM | AID 720596 | P04156 | TR-FRET read-out | actives 0.43% (n = 370,000); in the data active means inhibition above about 24%; further: 0% = median of the test wells and 100% = reference compound wells
Starred values were filed as active, the others as inactive; i = inactive; ? = inconclusive; . = not tested or not shown; & = joins results of further samples. Unless noted, no stated cut-off is given here; in the data, active means inhibition above about 30%; inconclusive means no clear call, values can overlap the other calls; inactive means below that. Some of the compounds tested. The share of hits here may be higher or lower than overall.

Sequence of screens – 3CLpro inhibitor	TcdB GH inh	BH1578 lux ind	PfHsp40 rescue	BoNT-A LC inh2	Y pestis TopoI	SSB-PriA inh	Anthrax LF inh2	PrPC surface inh
[1] COc1ccc(CNC(=O)c2cc(-c3ccccc3O)n[nH]2)cc1
  -1	.	i	-0.9	-0.6	34	-13	-18	5
[2] Cc1ccc(-c2ccc(CCC(=O)O)n2Cc2ccco2)cc1
  -3	.	-0.7	-1.0	0.9	7	3	-2	6
[3] O=C(CCN1CCOCC1)Nc1cccc(Br)c1
  -2	.	-0.3	0.1	-0.1	3	-8	-2	-4
[4] O=C(Nc1ccc2oc(-c3ccccc3F)nc2c1)c1ccco1
  6	1.0	0.2	-1.1	0.8	2	-11	-2	7
[5] Clc1nc(Oc2ccccc2)nc(-c2cn(-c3ccccc3)c3ccccc23)n1
  1	0.1	i	-0.7	?	2	-3	16	10
[6] C=CCSc1nc2ccccc2n1C(=O)/C=C/c1ccc(OC)c(OC)c1
  5	0.6	-6.2	1.4	3.6	-6	-4	2	-6
[7] COP(=O)(NC(C)=O)SC (stereo not given)
  .	0.4	-0.5	-0.5	0.3	8	-13	5	-3
[8] COc1ccccc1C(=O)NNC(=O)c1ccc(Br)cc1
  -1	0.9	i	0.0	2.2	-3	-6	8	-2
[9] CS(=O)(=O)N(CC(=O)Nc1ccc(S(=O)(=O)N2CCOCC2)cc1)c1ccccc1Br
  3	32*	-0.2	0.2	0.0	6	-9	3	11
[10] CCCNC(=O)c1ccc(N2CCC3(CC2)CC(c2cccc(Br)c2)=NO3)c(NC(=O)c2ccc(Cl)c([N+](=O)[O-])c2)c1
  .	.	i	0.1	-0.4	-2	-7	-4	-3
[11] Fc1ccc(NC(=S)Nc2cc(Cl)ccc2Cl)cc1
  1	-3.0	0.6	-0.1	0.4	-3	-6	0	5
[12] Cc1ccc(NC(=O)c2ccc3c(c2)N(CC(=O)N2CCCCC2)C(=O)C(C)(C)O3)cc1
  -8	.	-11	0.2	-2.2	10	-4	-6	-8
[13] O=C(COC(=O)CSc1ccc([N+](=O)[O-])cc1)NCCCc1ccccc1
  3	1.7	-0.6	-0.9	1.8	25	0	8	-10
[14] CNC(=S)NNC(=O)c1ccccc1Cl
  5	-1.2	i	.	0.1	3	-7	2	5
[15] O=C(c1ccc(Cl)c(S(=O)(=O)N2CCCC2)c1)N1CCOCC1
  1	-4.3	i	-0.2	-1.9	-10	-10	-4	6
[16] COc1ccc(CNc2ccc(S(N)(=O)=O)cc2)cc1
  5	1.2	3.4	-0.9	-0.4	-12	3	0	2
[17] OCCN1CCN(c2nc(-c3ccccc3)c3cc(Cl)ccc3n2)CC1
  5	.	-0.5	0.1	2.2	25	-3	-7	-25
[18] S=C(NCc1ccco1)N1CCN(c2ccc(Cl)cc2)CC1
  -1	1.6	-0.5	0.7	-0.7	3	-5	-3	2
[19] O=C(Nc1ccc(Cl)cc1)OCCn1nnnc1C(c1ccccc1)N1CCOCC1 (stereo not given)
  -5	.	.	0.0	0.2	0	-9	-2	5
[20] CCN(CC)c1ccc(C(=O)OCC(=O)Nc2sccc2C#N)cc1
  2	0.7	-0.3	3.4	0.1	21	8	-2	11
[21] C=CCOC(=O)C1=C[C@@H](c2ccc3c(c2)OCO3)C[C@@H](OCc2ccc(CO)cc2)O1
  3	0.9&1.6	-0.3	1.8	-0.5	7	-2	6	1
[22] O=C(COC(=O)Cc1ccc(S(=O)(=O)N2CCOCC2)s1)Nc1ccc2c(c1)OCO2
  1	.	.	0.1	0.0	7	-8	0	1
[23] Cc1csc(NC(=O)/C=C/c2ccc3c(c2)OCO3)n1
  -1	1.6	-0.3	-0.2	-0.3	0	-20	3	-5
[24] CCOC(=O)[C@]12CCC=C1N(Cc1cccc3ccccc13)C(=O)[C@H](CC(=O)N1CCC(c3ccccc3)CC1)C2
  .	3.0	.	.	-0.3	.	.	4	7
[25] CCCC(=O)NC(=S)Nc1cccc(NC(=O)c2ccccc2Cl)c1
  1	.	i	1.8	0.2	6	-12	0	-4
[26] Cc1ccc(OCCC(=O)OCC(=O)NCCNC(=O)COC(=O)CCOc2ccc(C)cc2)cc1
  .	1.4	-0.1	.	-0.1	-2	.	-4	0
[27] COc1cc(/C=C2\SC(=O)N(CCNC(=O)c3cnc(C)cn3)C2=O)cc(OC)c1OC
  -2	.	-0.2	1.3	1.0	16	0	0	11
[28] CCCn1nnnc1SCC(=O)N1CCCc2ccccc21
  -1	.	-1.6	-0.2	0.6	4	-23	6	-6
[29] CCN(Cc1ccccc1)C1CCN(Cc2ccc(SC)cc2)CC1
  4	0.5	i	0.7	-0.4	18	5	0	-6
[30] COc1cc(NC(=S)Nc2ccccn2)cc(OC)c1
  2	.	-0.2	-1.3	0.2	-3	0	-1	-4
[31] CN(C)/C=C/C(=O)c1ccc(Br)cc1
  7	-0.9	0.8	2.1	-0.1	6	6	0	-7
[32] CN(C)S(=O)(=O)c1ccc(NC(=O)CN2CCc3ccccc32)cc1
  3	0.9	0.0	2.1	-1.2	-10	-6	3	-3
[33] CC(C)COC(=O)N(C)C[C@@H]1OCc2cnnn2CCCC(=O)N([C@H](C)CO)C[C@@H]1C
  .	1.6&-0.3&-0.6	-0.4	.	-0.2	-4	.	-7	-4
[34] COc1cccc(CN(C)C(=O)c2cccnc2SC)c1OC
  1	1.3	-0.3	-3.1	-0.5	5	-18	-6	-5
[35] COc1cc2c(cc1OC)C[N+](C)(C)CC2
  -5	-0.8	-0.4	0.7	-0.5	2	-10	2	-7
[36] COc1cc(OC)cc(C(=O)NNC(=O)CNC(=O)c2ccc(Br)o2)c1
  .	1.9	-1.2	-0.1	-5.2	-7	-2	-1	-3
[37] Cc1ccccc1NC(=O)CSc1nnc(C)c(=O)[nH]1
  4	0.0	-0.2	-0.1	0.3	3	-17	0	0
[38] CCCc1nc2ccccc2c(=O)n1-c1ccc(O)cc1
  2	0.2	i	-0.5	-0.3	5	-19	-3	-4
[39] c1cc2c(cc1NC1CCCCCC1)OCO2
  2	-1.7	-0.4	-1.0	-3.4	-7	10	-20	9
[40] Cc1ccc(C(=O)N/C(=C\c2cccc([N+](=O)[O-])c2)C(=O)Nc2cccc(C(=O)O)c2)cc1
  8	0.8	i	-0.2	-2.4	8	-7	8	-4
[41] COc1ccc2cc(CCNC(=O)C(C)(C)C)c(=O)[nH]c2c1
  1	-5.5	0.0	-1.2	-0.4	-3	-20	-7	0
[42] O=c1c2ccccc2nc(/C=C/c2c[nH]c3ccccc23)n1CCO
  -5	0.9	-0.2	0.0	-0.4	-2	-15	1	-8
[43] CC(C)c1nnc(NC(=O)CSc2ncn[nH]2)s1
  -1	.	.	-1.0	0.3	5	-5	-10	-3
[44] O=C(Nc1ccc(C(=O)N2CCCC2)cc1)c1ccccc1F
  0	1.1	-1.0	-2.4	-2.6	0	-1	-3	.
[45] COc1ccccc1NC(=O)c1c(NC(=O)CCC(=O)O)sc2c1CCCCC2
  6	0.9	i	-0.4	3.9	4	12	-3	-5
[46] CCOC(CNc1c([N+](=O)[O-])c(=O)n(C)c(=O)n1C)OCC
  -1	.	-0.6	0.9	-0.2	1	-1	-1	3
[47] COc1ncnc2sc3c(c12)CCCC3
  3	.	0.9	-0.5	-0.2	-6	-1&-8	-1	0
[48] Cc1cc2ncn(C(=O)N3CCOCC3)c2cc1C
  1	.	2.9	-0.5	0.3	1	-8	0	-4
[49] COC(=O)C(O)(CC(=O)Nc1ccc(C)c(F)c1)C(F)(F)F (stereo not given)
  4	.	i	0.1	?	-6	-7	2	4
[50] COC(=O)C(C)N(C(=O)c1cccc2ccccc12)c1c(C)cccc1C (stereo not given)
  4	.	1.4	1.8	0.2	15	-16	-2	8

Next entries
Sequence of screens – 3CLpro inhibitor	TcdB GH inh	BH1578 lux ind	PfHsp40 rescue	BoNT-A LC inh2	Y pestis TopoI	SSB-PriA inh	Anthrax LF inh2	PrPC surface inh
[51] CCO/C(C)=C1/SC(=S)NC1=O
  0	0.3	i	0.4	0.1	-8	-7	-8	4
[52] COc1ccc(OC)c(S(=O)(=O)N2CCC(C(=O)NCCC3=CCCCC3)CC2)c1
  -1	.	-0.7	3.6	?	-1	-3	?	3
[53] Cc1ccccc1N=Nc1c(O)[nH]c2ccccc12
  .	2.2	1.0	.	0.3	4	0	9	1
[54] O=C1c2ccccc2NC(c2ccc([N+](=O)[O-])cc2)N1O (stereo not given)
  3	2.1	-0.6	37*	-0.5	3	-4	-3	-11
[55] CC1=C(C(=O)N(C)C)CC(CC(=O)NC2CCCCC2)C(=O)N1Cc1ccc(C(C)(C)C)cc1 (stereo not given)
  .	-6.8	-0.1	.	0.4	35	.	-1	1
[56] CCCCc1cc(=O)oc2cc(OCC(=O)N3CCC(C(=O)O)(c4ccccc4)CC3)ccc12
  6	-2.8	-0.4	-0.3	0.0	12	23	-1	1
[57] CC1CCC(C(C)C)C(OC(=O)CSc2n[nH]c(=O)[nH]c2=O)C1 (stereo not given)
  0	.	-0.4	-0.1	-0.4	3	-14	3	-7
[58] Cc1cccc(-c2c3c(=O)n(C)c(=O)n(C)c3c3cccnn23)c1
  -3	.	-1.7	0.0	0.5	4	-12	6	-5
[59] CCOC1=C2[C@H](c3ccc(C)cc3)N(S(=O)(=O)c3ccc(C)cc3)C[C@H]2n2c(=O)n(-c3ccccc3)c(=O)n2C1
  .	1.3	.	.	-0.3	.	.	0	-5
[60] CC(=O)c1ccc(NC(=O)C(C)N(C)CC(=O)Nc2ccc(Cl)cc2)cc1 (stereo not given)
  -1	-0.4	-0.4	0.3	0.1	-4	7	4	1
[61] COc1ccccc1NC(=O)CSc1ccc2nnc(-c3cccnc3)n2n1
  -1	0.4	-0.3	-1.2	0.2	-3	-6	4	4
[62] CCC(C)c1c(O)nc(SCC(=O)Nc2ccccc2)[nH]c1=O (stereo not given)
  2	.	3.2	0.5	1.4	-13	12	4	4
[63] COc1ccc(-c2nnc(SCc3cccnc3)o2)cc1
  -4	.	i	-1.1	-1.3	6	4	-7	-1
[64] O=S(=O)(c1cccs1)N1CCN(CC(O)COc2cccc(Br)c2)CC1 (stereo not given)
  2	0.9	i	0.2	2.3	29	-9	3	13
[65] CCCCCCCOc1ccc(C2CC(=O)N(C)C2=O)cc1 (stereo not given)
  4	0.7	-0.3	3.7	.	7	-23	.	8

Entries of single compounds, quoted from the list. Values in the order: 3CLpro inhibitor, TcdB GH inh, BH1578 lux ind, PfHsp40 rescue, BoNT-A LC inh2, Y pestis TopoI, SSB-PriA inh, Anthrax LF inh2, PrPC surface inh
`CCCCCCCOc1ccc(C2CC(=O)N(C)C2=O)cc1` (stereo not given) is listed as 4, 0.7, -0.3, 3.7, ., 7, -23, ., 8
`O=S(=O)(c1cccs1)N1CCN(CC(O)COc2cccc(Br)c2)CC1` (stereo not given) is listed as 2, 0.9, i, 0.2, 2.3, 29, -9, 3, 13
